PfHsp40 yeast: rescue of PfHsp40-mediated yeast toxicity. AID 504582. growth rescue, % at 12.5 µM. actives 0.68% (n = 340,000). S. cerevisiae expressing PfHsp40, growth rescue, ATP luminescence; in the data active means growth rescue above about 28%, passing the limit was not always enough; inconclusive means no clear call, values can overlap the other calls;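 further: yeast W303a lacking pdr1 and pdr3 grown in galactose medium; growth measured after three days at 30 °C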
Y pestis TopoI: blocks Yersinia pestis topoisomerase I activity; Y. pestis Topo-I cleavage product accumulation, plate reader; activity, % at 10 µM; actives 0.064% (n = 360,000); in the data active means activity above about 50%, passing the limit was not always enough; inconclusive means no clear call, values can overlap the other calls; further: inactives centre near 2
Anthrax LF inh2: blocks Bacillus anthracis lethal factor protease; multiplex microsphere protease cleavage assay, LF; inhibition, % at 10 µM; actives 0.12% (n = 360,000); AID 588501; in the data active means inhibition above about 30%; inconclusive means no clear call, values can overlap the other calls; further: plate controls were buffer without enzyme for full effect and enzyme alone for no effect
Target sequence (P15917 whole entry, looked up): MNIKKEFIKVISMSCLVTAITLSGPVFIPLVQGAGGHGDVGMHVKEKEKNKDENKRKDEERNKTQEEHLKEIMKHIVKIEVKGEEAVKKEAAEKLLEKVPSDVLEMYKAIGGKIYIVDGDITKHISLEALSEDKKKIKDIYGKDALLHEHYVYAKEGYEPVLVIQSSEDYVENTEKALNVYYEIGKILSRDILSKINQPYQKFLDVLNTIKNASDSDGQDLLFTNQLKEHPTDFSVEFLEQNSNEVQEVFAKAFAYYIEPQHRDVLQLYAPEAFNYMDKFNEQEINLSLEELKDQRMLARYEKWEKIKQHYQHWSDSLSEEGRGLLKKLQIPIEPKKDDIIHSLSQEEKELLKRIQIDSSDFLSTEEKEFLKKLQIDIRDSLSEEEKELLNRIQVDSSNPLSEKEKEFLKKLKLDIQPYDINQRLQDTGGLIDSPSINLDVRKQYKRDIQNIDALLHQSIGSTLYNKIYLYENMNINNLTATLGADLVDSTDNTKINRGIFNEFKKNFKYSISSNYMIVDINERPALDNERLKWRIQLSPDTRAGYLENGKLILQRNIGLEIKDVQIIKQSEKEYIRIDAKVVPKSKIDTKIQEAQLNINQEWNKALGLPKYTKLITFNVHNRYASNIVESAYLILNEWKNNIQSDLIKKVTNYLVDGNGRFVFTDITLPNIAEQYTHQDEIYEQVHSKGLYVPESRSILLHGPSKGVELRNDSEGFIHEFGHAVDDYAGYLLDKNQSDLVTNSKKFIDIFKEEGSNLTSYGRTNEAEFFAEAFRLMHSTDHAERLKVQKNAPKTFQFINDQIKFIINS
Vc quorum ag: induces V. cholerae light production without autoinducers; V. cholerae BH1578 lux reporter, luminescence, 6 h; activation, % at 18.7 µM; actives 0.16% (n = 350,000); in the data active means activation mostly above about 9.7%, no sharp cut-off; inconclusive means no clear call, values can overlap the other calls; inactive means mostly below about 3.7%; further: not every result past the cut was called active; inactives centre near 0; reference of the scale not given here
TcdB inh: blocks C. difficile toxin B glycohydrolase activity; actives 0.24% (n = 350,000); TcdB glycohydrolase enzymatic assay, plate reader; P18177; inhibition, % at 9.99 µM; in the data active means inhibition above about 10%
3CLpro inhibitor: SARS-CoV 3CLpro protease inhibition; inhibition, % at 6 µM; P0C6X7; recombinant SARS-CoV 3CLpro, quenched FRET peptide cleavage; actives 0.14% (n = 290,000); in the data active means inhibition above about 12%
VHR inh abs: inhibitors of human VHR1 phosphatase (DUSP3). P51452. AID 1654. recombinant VHR phosphatase, pNPP absorbance. inhibition, % at 13.3 µM. actives 0.52% (n = 290,000); in the data active means inhibition above about 50%; further: some compounds called inactive have numbers as strong as hits
SSB-PriA inh: K. pneumoniae PriA-SSBct interaction inhibition; AlphaScreen SSBct-PriA binding, biotinylated peptide; actives 0.6% (n = 430,000); inhibition, % at 33 µM; in the data active means inhibition mostly above about 37%, no sharp cut-off; inactive means mostly below about 20%;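 further: plate controls were negative control peptide for no effect and reference peptide for full effect; strong numbers were not always called active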
MazEF act: MazEF (E. coli) toxin RNase activation; P0AE70; FAM/BHQ RNA-DNA oligo cleavage fluorescence, 5 h; activation, % at 20 µM; actives 0.32% (n = 350,000); AID 504720; in the data active means activation above about 50%
Target sequence (P0AE70 whole entry, looked up): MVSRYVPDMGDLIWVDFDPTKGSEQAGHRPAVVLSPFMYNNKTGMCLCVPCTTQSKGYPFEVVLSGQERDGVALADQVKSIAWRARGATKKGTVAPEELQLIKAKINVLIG
Rv3671c inh: inhibitors of M. tuberculosis serine protease Rv3671c; inhibition, % at 5.96 µM; actives 0.048% (n = 320,000); in the data active means inhibition above about 38%;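 further: extracellular domain of Rv3671c used as enzyme; 0% = enzyme with DMSO and 100% = no enzyme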
An asterisk follows results filed as active; i = inactive; ? = inconclusive; · = no result given. A portion of the library, so the mix of outcomes need not match the whole.

Every second line gives: PfHsp40 yeast	Y pestis TopoI	Anthrax LF inh2	Vc quorum ag	TcdB inh	3CLpro inhibitor	VHR inh abs	SSB-PriA inh	MazEF act	Rv3671c inh
CNc1ccc(Br)cc(C(=O)/C=C/c2ccc(OC)cc2)c1=O
    3.9	-6	9	-0.3	·	0	-11	6	-13	2
CSc1ncc(C(=O)Nc2cccc(Cl)c2)c(C)n1
    0.1	2	5	-0.5	-0.3	-6	40	-9	2	·
CN(C)C(=O)Oc1ccc2c(c1)O/C(=C\c1ccc(Cl)cc1)C2=O
    -0.2	8	14	0.5	0.2	0	16	-3	-7	-5
O=C(CCc1nnc2ccc(N3CCC4(CC3)OCCO4)nn12)NCc1ccc(F)cc1
    0.1	-7	2	i	0.5	-3	4	12	1	-16
CCCCNC(=O)N1CCN(c2ncccn2)CC1
    1.2	2	1	-0.2	0.3	3	22	8	-4	6
O=C1CS/C(=C\S(=O)(=O)c2ccc(Cl)cc2)N1
    -0.3	-2	-6	1.8	·	0	21	-15	0	5
COCc1nc2c([nH]1)c(=O)n(C)c(=O)n2CC(C)C
    0.4	10	-9	-0.2	1.9	·	·	-6	5	-4
COCOc1cccc(CN2CCC2(C)C(=O)Nc2ccc(OC)c(OC)c2)c1 (stereo not given)
    ·	1	0	-1.2	-1.0	·	·	·	·	·
O=C1c2ccccc2C(Nc2ccc(S(=O)(=O)N3CCOCC3)cc2)N1c1cccnc1 (stereo not given)
    0.0	3	6	0.6	-0.2	1	38	-12	5	4
Cc1cc(-c2nc3cccnc3s2)ccc1NS(=O)(=O)c1ccc2c(c1)OCCO2
    -0.1	3	-9	-0.3	1.1	4	28	-7	-12	-84
O=S(=O)(c1cccc(Cl)c1Cl)N1CCCCC1
    3.4	9	-2	-0.3	·	2	1	-38	4	-14
COc1cc(NC(=O)CN(c2ccc(C)cc2)S(=O)(=O)c2c(C)nn(C)c2C)cc(OC)c1
    1.2	-8	-12	-0.3	·	-3	21	-8	-3	-2
c1nnc(-c2ccc3c(c2)OCO3)o1
    -2.0	6	-6	i	-1.4	-2	22	5	6	7
COc1ccc(/C=C2/N=C(SCC(=O)Nc3cc(C)on3)N(c3ccccc3)C2=O)cc1
    11	4	1	-0.2	3.8	-1	4	0	70*	-11
Cc1c(NC(=O)C(C)OC(=O)c2ccc(Cl)nc2)c(=O)n(-c2ccccc2)n1C (stereo not given)
    3.5	1	3	-0.2	·	5	-2	-1	1	-8
Cc1cccc(C)c1-n1nnnc1C1(Nc2ccccc2)CCCCC1
    4.1	28	-6	-25	·	1	19	-5	2	-5
CCCCSc1nnc([C@H](C)NC(=O)OC(C)(C)C)o1
    1.3	5	-3	-0.5	·	1	-12	-10	-3	1
Cc1ccc(O)c(C)c1
    -1.1	3	8	-0.3	0.7	·	·	-3	-1	5
COc1ccc(C(C(=O)NC(C)(C)C)N(CCC(C)C)C(=O)CCC(=O)Nc2cc(C)on2)cc1 (stereo not given)
    0.5	21	-1	-0.3	1.0	0	-3	-2	-9	9
CCCCN(C)CCNC(=O)CSCc1ccc(C)cc1
    -0.7	-5	0	i	-1.3	0	21	-9	0	4

Further entries.
Codes: A = PfHsp40 yeast; B = Y pestis TopoI; C = Anthrax LF inh2; D = Vc quorum ag; E = TcdB inh; F = 3CLpro inhibitor; G = VHR inh abs; H = SSB-PriA inh; I = MazEF act; J = Rv3671c inh
O=C(O)CCC(=O)Nc1nc2ccc([N+](=O)[O-])cc2s1
  A: -0.4	B: 2	C: -2	D: 0.0	E: 7.1	F: 3	G: 6	H: -1	I: 6	J: 9
CCOC(=O)/C(=N\Nc1ccccc1[N+](=O)[O-])c1csc(Nc2ccccc2)n1
  A: -1.8	B: -1	C: -7	D: i	E: 0.9	F: -2	G: 20	H: ·	I: 6	J: 17
CSCCC1NC(=O)N(CC(=O)Nc2cccc3ccccc23)C1=O (stereo not given)
  A: -0.2	B: -5	C: -2	D: i	E: ·	F: 0	G: -2	H: -1	I: 1	J: -4
O=C1NC(N2CCOCC2)=N/C1=C/c1ccc2c(c1)OCO2
  A: 1.9	B: -7	C: 5	D: -0.3	E: 5.2	F: 0	G: 8	H: -9	I: -5	J: 6
COc1cccc(C(=O)NCCC(=O)NCc2cc(=O)n(C)c(=O)n2C)c1
  A: 0.4	B: 3	C: 2	D: i	E: 0.2	F: -1	G: 11	H: -12	I: 4	J: 2
Cc1cccc(OCC(=O)N2CCCc3ccccc32)c1
  A: 1.3	B: 12	C: -4	D: i	E: 0.5	F: 8	G: 24	H: -15	I: 1	J: 3
O=C(Nc1ncc(Cc2ccc(SC(F)F)cc2)s1)c1ccccc1
  A: 0.5	B: 0	C: -4	D: i	E: ·	F: -4	G: 10	H: -11	I: 6	J: 2
Cc1cc(C(=O)Nc2ccccc2C(=O)O)ccc1NC(=O)COc1cccc([N+](=O)[O-])c1
  A: -2.2	B: -7	C: 0	D: -0.2	E: 1.6	F: 1	G: 4	H: -14	I: 14	J: 1
Cc1ccc2cc(C)c(NCCO)nc2c1
  A: 1.1	B: -2	C: 1	D: -0.5	E: ·	F: 1	G: -8	H: -9	I: 6	J: -2
COc1ccccc1C(=O)Nn1c(-c2cccs2)nc2ccccc2c1=O
  A: -1.5	B: -1	C: -1	D: i	E: -0.2	F: -2	G: 26	H: 1	I: 3	J: -9
S=c1[nH]nc(-c2ccc3c(c2)OCO3)n1-c1ccccc1
  A: -1.0	B: -2	C: -5	D: i	E: ·	F: -6	G: 8	H: -10	I: -1	J: 7
CCOc1ccc(NCc2cccn2-c2nnc(N3CCC(C(=O)NCCCN4CCCCC4CC)CC3)s2)cc1 (stereo not given)
  A: 0.3	B: -11	C: -4	D: -0.2	E: -0.6	F: -5	G: 24	H: 22	I: 31	J: -4
Cc1ccnc(NS(=O)(=O)c2cccc3nsnc23)c1
  A: -0.4	B: -3	C: 2	D: i	E: ·	F: 2	G: 41	H: -1	I: -7	J: -16
C/C(=C\c1ccccc1)C(=O)c1c(C)cc(C)[nH]c1=O
  A: -0.7	B: 2	C: -3	D: -0.3	E: 0.0	F: 4	G: 20	H: -4	I: 2	J: -5
COc1cccc(-c2n[nH]nc2C2=CC(=O)CC(C)(C)C2)c1
  A: ·	B: 3	C: -4	D: -0.6	E: 0.9	F: ·	G: ·	H: ·	I: 5	J: ·
CSc1nnc2c(n1)OC(c1cn(C)c3ccccc13)N(C(C)=O)c1ccccc1-2 (stereo not given)
  A: ·	B: ·	C: ·	D: ·	E: ·	F: 4	G: 17	H: -23	I: -5	J: 3
Cc1ccn(CC(=O)O)c(=O)c1
  A: -0.6	B: -1	C: -3	D: -4.2	E: ·	F: 3	G: 10	H: -5	I: 4	J: -2
COc1ccc(NC(=O)c2ccc(-c3c(C)noc3C)c3ccoc23)cn1
  A: ·	B: 4	C: -9	D: -0.3	E: 1.0	F: ·	G: ·	H: ·	I: ·	J: ·
Cc1cc(OCCCC(=O)NCCN2C(=O)S/C(=C\c3cccnc3)C2=O)ccc1Cl
  A: 0.1	B: 11	C: 1	D: -0.5	E: 2.1	F: -2	G: -7	H: -21	I: -1	J: -2
COc1cc(CCC(=O)NNC(=O)c2ccc(C)cc2)cc(OC)c1OC
  A: 1.1	B: 4	C: -2	D: -0.8	E: 1.9	F: 0	G: 13	H: -9	I: 4	J: -6
CCCC(=O)Nc1ccc(Cl)c(NC(=S)NC(=O)c2cc3ccccc3o2)c1
  A: -0.1	B: 12	C: 2	D: -0.2	E: -0.4	F: -5	G: 10	H: -21	I: -14	J: 21
CC(C)NC(=O)C1CCN(Cc2cccc(OCc3ccccc3)c2)CC1
  A: ·	B: 5	C: -8	D: i	E: -3.6	F: ·	G: ·	H: ·	I: -9	J: ·
CCCCCNC(=O)C1CCC(Cn2c(=S)[nH]c3ccccc3c2=O)CC1 (stereo not given)
  A: -0.5	B: 3	C: -1	D: i	E: 4.5	F: 4	G: -14	H: -1	I: -7	J: -1
Cc1ccc(-n2c(-c3cnccn3)n[nH]c2=S)cc1
  A: -0.4	B: -1	C: -2	D: i	E: -1.3	F: 4	G: 18	H: -15	I: -3	J: 8
Cc1ccsc1C(=O)NCC(C)(C)N1CCOCC1
  A: -1.4	B: -12	C: 0	D: -0.5	E: -0.1	F: ·	G: ·	H: -15	I: -2	J: 0
CN(N)c1nc(-c2ccccc2)cc(-c2ccccc2)n1
  A: ?	B: 17	C: -1	D: i	E: -3.2	F: 0	G: 6	H: -14	I: 3	J: -5
COC(=O)c1c(C)[nH]c(C(=O)/C=C/c2ccc(Cl)cc2)c1C
  A: -0.9	B: 1	C: -1	D: -0.6	E: ·	F: 5	G: 0	H: -17	I: -5	J: -26
CCC1(C)Cc2c(sc3nc4n(c(=O)c23)CCCS4)CO1 (stereo not given)
  A: 1.0	B: 18	C: -2	D: -0.4	E: ·	F: 0	G: ·	H: -3	I: 7	J: -5

Full records from above. Values in the order: PfHsp40 yeast, Y pestis TopoI, Anthrax LF inh2, Vc quorum ag, TcdB inh, 3CLpro inhibitor, VHR inh abs, SSB-PriA inh, MazEF act, Rv3671c inh
`Cc1ccc(-n2c(-c3cnccn3)n[nH]c2=S)cc1` as listed: -0.4, -1, -2, i, -1.3, 4, 18, -15, -3, 8
`CC(C)NC(=O)C1CCN(Cc2cccc(OCc3ccccc3)c2)CC1` as listed: ·, 5, -8, i, -3.6, ·, ·, ·, -9, ·
`COC(=O)c1c(C)[nH]c(C(=O)/C=C/c2ccc(Cl)cc2)c1C` as listed: -0.9, 1, -1, -0.6, ·, 5, 0, -17, -5, -26
`Cc1ccsc1C(=O)NCC(C)(C)N1CCOCC1` as listed: -1.4, -12, 0, -0.5, -0.1, ·, ·, -15, -2, 0
`CN(N)c1nc(-c2ccccc2)cc(-c2ccccc2)n1` as listed: ?, 17, -1, i, -3.2, 0, 6, -14, 3, -5

Part of the list above in order of length of the SMILES, low to high:
Codes: A = PfHsp40 yeast; B = Y pestis TopoI; C = Anthrax LF inh2; D = Vc quorum ag; E = TcdB inh; F = 3CLpro inhibitor; G = VHR inh abs; H = SSB-PriA inh; I = MazEF act; J = Rv3671c inh
CN(N)c1nc(-c2ccccc2)cc(-c2ccccc2)n1
  A: ?	B: 17	C: -1	D: i	E: -3.2	F: 0	G: 6	H: -14	I: 3	J: -5
CCC1(C)Cc2c(sc3nc4n(c(=O)c23)CCCS4)CO1 (stereo not given)
  A: 1.0	B: 18	C: -2	D: -0.4	E: ·	F: 0	G: ·	H: -3	I: 7	J: -5
CCCC(=O)Nc1ccc(Cl)c(NC(=S)NC(=O)c2cc3ccccc3o2)c1
  A: -0.1	B: 12	C: 2	D: -0.2	E: -0.4	F: -5	G: 10	H: -21	I: -14	J: 21

Assay outcomes: PubChem BioAssay, several laboratories
